APE1 inh: APE1 (human) endonuclease inhibition | P27695 | recombinant APE1, TAMRA/BHQ-2 abasic DNA cleavage fluorescence | Potency, µM (doses to about 65.8 µM), without a hit: at the top dose activity change, negative = inhibition, usual class: inhibitors | 0.35% of 350,000 active;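 note: plate controls were vehicle for no effect and reference inhibitor for full effect; nearly all actives have a fitted effect of over 55% in size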
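Enzyme (0.75 nM final) and test compound are incubated 15 min at room temperature before adding 50 nM quenched THF abasic-site duplex. Cleavage dequenches TAMRA, followed at 525/598 nm over three reads one minute apart.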
Pol kappa inh: inhibitors of human DNA polymerase kappa; Q9UBT6; purified Pol kappa, fluorescent DNA synthesis assay, 10 min; Potency, µM (titrated, usually from 107 µM), without a hit: at the highest dose activity, negative = inhibition, usual class: inhibitors; 0.53% of 400,000 active; note: % is set by controls: 0 for no effect and ±100 for the full control effect
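Here, compound and 10 nM enzyme are combined for 15 min at room temperature; adding 50 nM substrate (final) starts DNA synthesis, tracked by fluorescence at 0 and 10 min against buffer-only wells.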
POLB inh: inhibitors of human DNA polymerase beta; P06746; Pol beta primer extension/strand displacement, fluorescence kinetic; Potency, µM (series often up to 114 µM), inactives show at the highest dose activity change, negative = inhibition, actives largely listed as inhibitors; 1.3% of 340,000 active; note: % is set by controls: 0 for no effect and ±100 for the full control effect
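10 nM enzyme + cpd, 15 min RT; start with substrate 50 nM final; read 0 min and after 10 min RT. Corrected, normalized data; 4-parameter Hill curve fit.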
POLH inh: blocks human DNA polymerase eta activity | Q9Y253 | recombinant Pol eta, fluorescent DNA replication assay | Potency, µM (doses to about 114 µM), without a hit: at the top dose activity change, negative = inhibition, hits mostly inhibitors | 1.2% of 390,000 active | AID 588591; note: % is set by controls: 0 for no effect and ±100 for the full control effect
Target sequence (Q9Y253 whole entry, looked up): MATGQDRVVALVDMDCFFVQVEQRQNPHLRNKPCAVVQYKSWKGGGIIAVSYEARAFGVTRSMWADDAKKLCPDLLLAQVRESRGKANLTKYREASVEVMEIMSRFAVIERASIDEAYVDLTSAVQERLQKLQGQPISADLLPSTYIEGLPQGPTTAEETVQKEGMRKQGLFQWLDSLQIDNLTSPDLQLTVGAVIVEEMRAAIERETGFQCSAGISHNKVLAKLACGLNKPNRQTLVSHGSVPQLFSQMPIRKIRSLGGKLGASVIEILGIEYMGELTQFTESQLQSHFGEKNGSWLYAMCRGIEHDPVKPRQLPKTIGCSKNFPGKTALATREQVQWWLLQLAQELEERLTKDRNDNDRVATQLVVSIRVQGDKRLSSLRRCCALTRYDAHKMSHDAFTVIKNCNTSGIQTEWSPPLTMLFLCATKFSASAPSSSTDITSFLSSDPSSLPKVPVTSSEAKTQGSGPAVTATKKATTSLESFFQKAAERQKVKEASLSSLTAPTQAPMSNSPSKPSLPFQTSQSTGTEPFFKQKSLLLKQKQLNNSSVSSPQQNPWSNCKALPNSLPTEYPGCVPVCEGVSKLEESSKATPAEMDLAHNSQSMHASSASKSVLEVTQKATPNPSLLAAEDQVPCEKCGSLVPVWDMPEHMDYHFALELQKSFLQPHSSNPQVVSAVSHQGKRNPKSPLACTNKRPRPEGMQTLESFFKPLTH
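Pol eta at 10 nM preincubated with compounds 15 min at room temperature; reaction started with fluorescent substrate (50 nM final) and read kinetically at 0 and 10 min.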
BLM helicase inh: Bloom syndrome helicase (human) inhibition; Potency, µM (titrated, usually from 56.1 µM), inactives show at the top dose activity change, negative = inhibition, most hits filed as inhibitors; P54132; 0.2% of 350,000 active; recombinant BLM DNA unwinding, fluorescence dequenching;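 note: plate controls were vehicle for no effect and no enzyme for full effect; nearly all actives have a fitted effect of over 35% in size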
Pol iota inh: inhibitors of human DNA polymerase iota. Q9UNA4. Pol iota fluorescent replication assay, 10 min. Potency, µM (series often up to 115 µM), without a hit: at the top dose activity, negative = inhibition, actives largely listed as inhibitors. 1% of 390,000 active
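Pol iota at 10 nM preincubated 15 min with compounds at room temperature; reaction started with fluorescent substrate, 50 nM final. Fluorescence read kinetically at 0 and 10 min; buffer-only wells as negative control.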
BAZ2B inh: blocks human BAZ2B; Q9UIF8; AlphaScreen BAZ2B-H3K14Ac peptide displacement; Potency, µM (doses to about 114 µM), for the others: at the top dose activity change, negative = inhibition, most hits filed as inhibitors; 4.4% of 360,000 active; note: % is set by controls: 0 for no effect and ±100 for the full control effect; nearly all actives have a fitted effect of over 60% in size
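BAZ2B (50 nM) with biotin-H3(5-23)K14Ac peptide (50 nM) in PBS pH 7.4, 0.01% Tween-20, preformed 30 min, then compound 30 min at room temperature; top concentration 110uM. AlphaScreen streptavidin donor/nickel chelate acceptor beads (10 ug/mL final), 20 min dark, signal read.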
JMJD2A Tudor: JMJD2A Tudor domain (human) inhibition; AlphaScreen JMJD2A-Tudor / H3K4me3 peptide binding; 4.4% of 390,000 active; Potency, µM (doses to about 114 µM), for inactives: at the top dose activity change, negative = inhibition, most hits filed as inhibitors; O75164; note: % is set by controls: 0 for no effect and ±100 for the full control effect; nearly all actives have a fitted effect of over 50% in size
G9a inh: inhibitors of human histone lysine methyltransferase G9a | Potency, µM (highest dose often 102 µM), for the others: top-dose activity, negative = inhibition, usual class: inhibitors | G9a H3K9 monomethylation, AlphaScreen, 2 h | Q96KQ7 | 8.8% of 350,000 active | AID 504332; note: % is set by controls: 0 for no effect and ±100 for the full control effect; nearly all actives have a fitted effect of over 75% in size
Target sequence (Q96KQ7 913-1193 limits assumed): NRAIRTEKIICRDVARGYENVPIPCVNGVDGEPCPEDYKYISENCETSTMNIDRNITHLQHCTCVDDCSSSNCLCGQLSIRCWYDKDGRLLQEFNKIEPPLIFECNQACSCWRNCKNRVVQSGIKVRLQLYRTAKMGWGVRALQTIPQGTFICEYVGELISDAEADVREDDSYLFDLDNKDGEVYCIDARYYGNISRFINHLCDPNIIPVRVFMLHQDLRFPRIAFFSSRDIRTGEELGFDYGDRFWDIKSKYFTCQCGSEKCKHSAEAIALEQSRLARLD
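G9a (20 nM) preincubated 15 min RT with compounds, then 500 nM biotinylated H3K9 peptide and 20 uM SAM added; 2 h RT reaction. Monomethyl-H3K9 product detected by AlphaScreen with anti-H3K9me1 antibody, streptavidin donor and anti-rabbit IgG acceptor beads.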
The depositor's hits bear a star; ? = inconclusive; nt = not tested or not shown; & = joins results of further samples; [ ] = dose if it differs, or a comment. Calls come from the whole dose curve; as a rule, active = well fitted curve in the direction sought with a large enough effect; inconclusive = small, poorly fitted or top-dose-only effect, or another doubt; inactive = no such curve, though single readings can be large; an effect the other way counts as inactive or inconclusive. Potency is the fitted concentration of half-maximal effect. Some of the compounds tested, so the mix of outcomes need not match the whole.

item | Molecule | APE1 inh | Pol kappa inh | POLB inh | POLH inh | BLM helicase inh
1 | COc1ccc(/C=N/NC(=O)c2nonc2C)cc1 | -1.0% | -17.9% | -2.1% | 0.0% | -2.1%
2 | Cn1cc(C(=O)O)c(=O)c2cc(S(=O)(=O)N3CCCCC3)ccc21 | nt | -14.8%[60.1 µM] | 6.8% | -4.4% | -3.1%
3 | COc1ccc(OC)c(CCNC(=O)CCCn2c(=O)c3cccn3c3cccnc32)c1 | nt | -8.6% | 7.9% | -8.7% | -1.2%
4 | COC(=O)Cn1c2c(c3cc(C)ccc31)CCCC2NC(C)c1ccccc1 (stereo not given) | 25.6% | -7.5% | -2.4% | -19.1% | -9.1%
5 | COCCNC(=O)c1ccc2c(c1)S(=O)(=O)c1ccccc1C2=O | nt | 6.9% | nt | -20.7% | nt
6 | O=C(Nc1ccc(Cl)cn1)c1cnn2cccnc12 | 3.5% | -2.5% | 20.1% | -4.7% | -1.4%
7 | C1=C(CCNc2ncnc3nc[nH]c23)CCCC1 | -2.8% | 5.5% | -3.8% | -18.4% | 1.0%
8 | COCCN(CCOC)C(=S)Nc1cc(S(=O)(=O)N(C)C)ccc1C | 0.4% | -3.3% | -9.3% | -10.6% | -7.4%
9 | CCN1CCN(Cc2ccc(NC(=O)c3ccc(C)c(NC(=O)C(=O)c4c[nH]c5ccccc45)c3)cc2C(F)(F)F)CC1 | 19.5%&-2.3% | -5.8%&11.2% | 5.6%&-0.4% | -13.7%&-10.7%&-10.0% | -2.7%&-3.2%
10 | O=Cc1nc(-c2ccc(Cl)cc2)n2ccccc12 | -4.4% | -4.9% | -24.4% | -12.5% | -2.7%
11 | CCN(C(=O)CN1C(=O)S/C(=C\c2ccccc2OC)C1=O)C1CCS(=O)(=O)C1 (stereo not given) | -10.5% | -0.7% | -7.7% | -3.7% | 1.3%
12 | Cc1nc2ccc(NC(=O)c3ccc(C)c(S(=O)(=O)N4CCOCC4)c3)cc2s1 | 9.4% | -14.2% | nt | 0.8% | nt

item | Pol iota inh | BAZ2B inh | JMJD2A Tudor | G9a inh
1 | ? | -3.8% | -13.2% | 1.4%
2 | -13.1% | -2.0% | 89.1µM* | ?
3 | 11.9% | ? | -6.2% | -8.8%[59 µM]
4 | ? | ? | -19.1% | nt
5 | 13.4% | nt | -7.1% | nt
6 | -3.4% | 9.6% | -11.1% | -2.8%[59 µM]
7 | 29.0% | 8.9% | -11.3% | 3.8%
8 | 11.0% | -2.9% | -10.3% | -18.2%
9 | ? | 12.6µM* | 39.8µM* | 50.1µM*
10 | 18.9% | 4.4% | ? | 4.2%
11 | 3.6% | -5.5% | -11.4% | -1.8%
12 | 5.1% | 4.3% | -13.1% | -13.0%[59 µM]

Next structures
item | Molecule | APE1 inh | Pol kappa inh | POLB inh | POLH inh | BLM helicase inh
13 | COc1ccc(NC(=S)N2CCC(Cc3ccccc3)CC2)cc1 | -4.9% | -6.4% | -27.7% | -15.6% | -8.0%
14 | CC12CC(NC(=O)N1CCc1ccccc1)c1ccccc1O2 (stereo not given) | -0.2% | -5.5% | 42.0% | -4.7% | -1.1%
15 | CCNc1oc(-c2ccccc2F)nc1S(=O)(=O)c1ccccc1 | 19.4% | -14.7% | 3.0% | 2.9% | -2.6%
16 | Clc1cccc(N2CCN(c3ncnc4nc[nH]c34)CC2)c1 | 0.3% | 7.2% | -8.8% | -24.2% | -0.2%
17 | Cc1noc(C)c1S(=O)(=O)N(C)C[C@H]1Oc2c(NC(=O)Nc3ccc4c(c3)OCO4)cccc2C(=O)N([C@H](C)CO)C[C@@H]1C | -7.4% | -34.9% | nt | -12.4% | nt
18 | N#Cc1cccc(CS(=O)(=O)c2ccc(Cl)cc2)c1 | 15.0% | -6.6%[60.1 µM] | 4.9% | -10.6% | -0.8%
19 | NCc1ccccc1CS(=O)(=O)N1CCOCC1 | 7.6% | 13.6% | nt | -13.5% | nt
20 | CC1=[N+](C)N(c2ccccc2)C(=O)C1N=C/C=C/c1ccccc1 (stereo not given) | ? | 3.6% | -3.4% | -0.6% | -1.4%
21 | COc1ccc(NC(=S)N2CCN(C(=O)c3ccco3)CC2)c(OC)c1 | 1.3% | -15.9% | 7.0% | -1.6% | 2.7%
22 | O=C(/C=C/c1cccc([N+](=O)[O-])c1)Nc1cccc(NC(=O)c2ccco2)c1 | -2.1% | -17.9% | ? | -14.7% | -8.7%
23 | COc1cc(C(=O)OCC(=O)NC2CCCCC2)cc(OC)c1OC | -11.4% | -4.3% | nt | -16.8% | nt
24 | COc1cccc(N(C(=O)c2ccco2)C(C(=O)NC2CCCC2)c2cccnc2)c1 (stereo not given) | -2.7% | -13.1% | 17.7% | ? | -2.7%

item | Pol iota inh | BAZ2B inh | JMJD2A Tudor | G9a inh
13 | 26.9% | ? | ? | nt
14 | 29.8% | -6.4% | 5.3% | 33.4%[2.33 µM]
15 | 9.2% | -21.2% | -8.9% | 44.7µM*
16 | 1.4% | 1.1% | 1.7% | -4.2%
17 | 10.3% | nt | -33.1% | nt
18 | 38.9%[activator] | -2.4% | 7.5% | -3.2%
19 | -7.2% | nt | 4.4% | nt
20 | -4.2% | -23.4% | -22.9% | 5.0%
21 | 43.1%[activator] | 5.0% | -10.3% | ?
22 | -23.4% | -9.4% | ? | -5.2%[59 µM]
23 | 52.0%[activator] | nt | -2.7% | nt
24 | 5.9% | -2.5% | -19.2% | -43.2%

Grouped by structure, the compounds so far with an NH in an aromatic ring (3)
item | Molecule | APE1 inh | Pol kappa inh | POLB inh | POLH inh | BLM helicase inh
7 | C1=C(CCNc2ncnc3nc[nH]c23)CCCC1 | -2.8% | 5.5% | -3.8% | -18.4% | 1.0%
9 | CCN1CCN(Cc2ccc(NC(=O)c3ccc(C)c(NC(=O)C(=O)c4c[nH]c5ccccc45)c3)cc2C(F)(F)F)CC1 | 19.5%&-2.3% | -5.8%&11.2% | 5.6%&-0.4% | -13.7%&-10.7%&-10.0% | -2.7%&-3.2%
16 | Clc1cccc(N2CCN(c3ncnc4nc[nH]c34)CC2)c1 | 0.3% | 7.2% | -8.8% | -24.2% | -0.2%

item | Pol iota inh | BAZ2B inh | JMJD2A Tudor | G9a inh
7 | 29.0% | 8.9% | -11.3% | 3.8%
9 | ? | 12.6µM* | 39.8µM* | 50.1µM*
16 | 1.4% | 1.1% | 1.7% | -4.2%

Continuation.
item | Molecule | APE1 inh | Pol kappa inh | POLB inh | POLH inh | BLM helicase inh
25 | Cc1ccccc1N=Nc1c(O)[nH]c2ccccc12 | nt | -10.9% | nt | -16.8% | nt
26 | COc1ccc(NC(=O)c2cc(-c3ccccc3Cl)on2)cc1OC | 14.9% | ? | 16.1% | -4.3% | -2.2%
27 | C/C(=N\NC(=O)Cc1ccc(Cl)cc1)c1ccccc1O | 26.3% | -3.0% | -21.1% | -20.4% | -3.6%
28 | O=C(NCc1ccccc1)C1=C[C@@H](C2CC2)C[C@@H](OCc2ccc(CO)cc2)O1 | 1.0% | 0.0% | -29.0% | -1.7% | -0.6%
29 | O=C(CNC(=O)C12CC3CC(CC(C3)C1)C2)OCc1ccc(F)cc1Cl | 5.6% | 0.9% | nt | -5.3% | nt
30 | COc1ccc(S(=O)(=O)Nc2ccc(O)c(Sc3nc4ccccc4s3)c2)cc1 | 0.1% | 3.1%&-5.2% | -10.8%&-4.0% | ? | -5.2%&-3.7%
31 | Cc1ccc(N2C(=O)c3n[nH]c(C)c3C2c2ccccn2)cc1 (stereo not given) | 17.3% | -10.5% | 2.7% | -6.3% | 0.4%
32 | CC(=O)NC1C(OCCOc2ccc(Cl)cc2Cl)OC(COC(C)=O)C(OC(C)=O)C1OC(C)=O (stereo not given) | -2.2% | -12.5% | 24.4% | -6.2% | -0.6%
33 | Cc1ccc(S(=O)(=O)NCCC(=O)NC2CC2)cc1 | -0.4% | -21.6% | -1.3% | 2.2% | -1.3%
34 | COc1ccc(/C=C/C(=O)Nc2ccccc2C(=O)N2CCCC2)cc1 | -5.2% | -10.5% | 39.9%[activator] | -11.9% | -0.7%
35 | CCOC(=O)c1ccc2c(c1)sc1nc(-c3ccc(OCC)cc3)cn12 | nt | 2.6% | 23.8% | -10.5% | -3.0%
36 | O=C(O)C1CCCN(S(=O)(=O)c2ccc(Br)s2)C1 (stereo not given) | -1.7% | -1.0% | 0.9% | -11.8% | -1.5%

item | Pol iota inh | BAZ2B inh | JMJD2A Tudor | G9a inh
25 | 200.5%[activator] | nt | ? | nt
26 | 79.4µM* | 6.2% | -13.7% | -7.7%
27 | -1.2% | ? | -18.5% | 83.9%[activator]
28 | -15.1% | -15.2% | -14.6% | ?
29 | 18.0% | 15.1% | 20.3% | 13.4%[59 µM]
30 | ? | ? | ? | 4.47µM*
31 | 2.9% | 7.6% | -8.3% | nt
32 | 9.6% | 5.8% | -5.5%[57.1 µM] | 26.7%[12.7 µM]
33 | ? | -2.4% | ? | 20.2%
34 | 28.3% | -4.5% | 20.0% | nt
35 | 1.0% | 1.8% | -7.3% | 13.1%[59 µM]
36 | 185.5%[activator] | -6.1% | -9.8% | 7.3%

Next records follow.
item | Molecule | APE1 inh | Pol kappa inh | POLB inh | POLH inh | BLM helicase inh
37 | CC(=O)COc1c(-c2ccco2)oc2ccccc2c1=O | 14.0% | -15.8% | 11.8% | -16.5% | -3.0%
38 | COC(=O)[C@]1(C)N[C@H](c2ccc(-c3ccc(Cl)c(Cl)c3)cc2)[C@@H]2C(=O)N(C)C(=O)[C@@H]21 | 4.2% | 4.0% | nt | -23.1% | nt
39 | COC(=O)c1ccc(COc2cccc(OC)c2)o1 | 0.7% | -5.2% | -9.0% | 7.7% | -3.0%
40 | C=CC(C)Sc1nc2c(c(=O)n(C)c(=O)n2C)n1Cc1ccccc1Cl (stereo not given) | -3.5% | 2.5% | 6.7% | 0.7% | -6.6%
41 | CCn1nc2cc(C(=O)NCC34CC5CC(CC(C5)C3)C4)ccc2c1OC | -9.4% | -9.7% | 5.2% | -21.9% | -11.4%
42 | C/C(=N\NC(=O)c1ccncc1)c1cc2ccccc2oc1=O | 2.4% | -9.5% | 85.7% | -14.1% | 1.5%

item | Pol iota inh | BAZ2B inh | JMJD2A Tudor | G9a inh
37 | 20.4% | 2.4% | -8.9% | 3.5%
38 | ? | -25.1% | -15.7% | 12.5%[2.33 µM]
39 | -2.7%[58.9 µM] | 21.9% | -1.3% | 5.4%[12.7 µM]
40 | 9.1% | -4.9% | 4.9% | -2.8%
41 | ? | -4.5%[57.1 µM] | -5.6% | -28.1%
42 | 12.8% | ? | -4.3% | 7.7%[59 µM]

Screening results: PubChem, National Center for Advancing Translational Sciences (NCATS)
